CDK5 inh: blocks human CDK5/p35 kinase activity. Recombinant CDK5/p35, ADP-Glo luminescence, 60 min. inhibition, % at 10 µM. AID 488839. Q00535+Q15078. 330,000 tested, 0.01% active;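 active = highest replicate inhibition of at least 50% and at least 75% of replicates reaching 50%; inconclusive = only one of the two criteria met; inactive = both criteria failed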;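 note: plate controls were DMSO neutral control for no effect and GW8510 at 10 µM for full effect; many of its hits are not listed in these tables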
Target sequence (Q00535 whole entry, looked up): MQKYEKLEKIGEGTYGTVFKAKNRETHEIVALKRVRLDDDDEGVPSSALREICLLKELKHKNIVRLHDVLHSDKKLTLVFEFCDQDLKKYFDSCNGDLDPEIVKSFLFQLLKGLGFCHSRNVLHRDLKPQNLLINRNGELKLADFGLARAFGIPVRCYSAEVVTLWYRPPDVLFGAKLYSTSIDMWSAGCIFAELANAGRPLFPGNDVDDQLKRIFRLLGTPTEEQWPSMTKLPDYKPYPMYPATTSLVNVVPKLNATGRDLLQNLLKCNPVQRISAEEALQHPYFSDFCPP
Target sequence (Q15078 whole entry, looked up): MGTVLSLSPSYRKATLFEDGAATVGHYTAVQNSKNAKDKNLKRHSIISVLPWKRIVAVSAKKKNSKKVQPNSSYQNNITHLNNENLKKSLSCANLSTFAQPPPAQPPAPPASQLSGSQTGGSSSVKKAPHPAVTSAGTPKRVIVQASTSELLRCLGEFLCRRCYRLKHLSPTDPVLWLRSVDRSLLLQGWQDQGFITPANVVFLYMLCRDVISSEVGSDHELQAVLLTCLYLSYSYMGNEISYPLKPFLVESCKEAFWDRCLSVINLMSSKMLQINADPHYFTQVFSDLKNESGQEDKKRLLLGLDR
CAL PDZ FP-1: inhibitors of human CAL PDZ peptide binding. Q9HD26. 330,000 tested, 0.02% active. inhibition, % at 20 µM. AID 504414. purified CAL PDZ, TMR-peptide fluorescence polarization, 1 h;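 active = highest replicate inhibition of at least 40%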;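 note: plate controls were DMSO neutral control wells for no effect and unlabeled competitor peptide control wells for full effect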
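System: purified tagged CAL PDZ domain construct (CerCALP). Schedule: 1 h incubation at room temperature before polarization reading. Medium: 25 mM sodium phosphate pH 7.4, 150 mM NaCl, TCEP, IgG, Thesit. Read-out: percent inhibition from loss of millipolarization. Measured by: FP readout, S and P plane fluorescence. Probe or stimulus: fluorescent TMR peptide probe.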
MITF act: activators of MITF-driven TRPM1 promoter activity in SK-MEL-5 cells | SK-MEL-5 TRPM1-promoter luciferase, 24 h; % of positive control, neutral wells = 0 | activation, % at 12.5 µM | 300,000 tested, 0.75% active | AID 588334;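 active = mean activation of at least 80% with every replicate also reaching 80%; inconclusive = mean reaches 80% but some replicate falls short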;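 note: 0% = neutral control wells and 100% = parthenolide positive control wells; values of inactives mirror those of a sister screen read the other way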
Rtt109 Vps75: inhibitors of Candida albicans Rtt109/Vps75 histone acetyltransferase. purified Rtt109/Vps75, ThioGlo CoA-SH fluorescence, 4 h. inhibition, % at 34.9 µM. 330,000 tested, 0.16% active;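 active = inhibition of at least 50% in every replicate; inconclusive = best replicate reaches 50% inhibition but some replicates fall short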
Target sequence (Q5AAJ8 whole entry, looked up): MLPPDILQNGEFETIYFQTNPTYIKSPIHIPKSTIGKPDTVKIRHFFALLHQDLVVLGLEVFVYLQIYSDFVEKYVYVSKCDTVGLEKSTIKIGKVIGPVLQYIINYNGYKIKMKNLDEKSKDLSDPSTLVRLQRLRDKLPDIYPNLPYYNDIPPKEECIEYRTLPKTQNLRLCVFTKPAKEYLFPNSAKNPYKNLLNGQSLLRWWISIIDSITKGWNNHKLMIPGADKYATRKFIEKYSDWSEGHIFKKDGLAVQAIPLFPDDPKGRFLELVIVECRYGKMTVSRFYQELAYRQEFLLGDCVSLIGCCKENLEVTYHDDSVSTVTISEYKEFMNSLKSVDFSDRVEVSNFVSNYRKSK
CAL PDZ FP-2: CAL PDZ (human) peptide binding inhibition; Q9HD26; inhibition, % at 24.9 µM; purified CAL PDZ, TMR-peptide fluorescence polarization, 1 h; AID 602252; 300,000 tested, 0.92% active;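 active = mean inhibition of at least 30% with at least half of replicates also reaching 30%; inconclusive = no clear call, values can overlap the other calls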;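 note: 0% = DMSO neutral control and 100% = excess unlabeled competitor peptide PRC23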
V-ATPase pH: regulators of yeast V-ATPase proton transport; response, % at 10 µM; 350,000 tested, 0.37% active; S. cerevisiae, pHLuorin cytosolic pH fluorescence; in the data active = response mostly above about 7.3%, no sharp cut-off; inactive = mostly below about 5.4%; note: actives read high; inactives centre near 0; some compounds called inactive have numbers as strong as hits; reference of the scale not given here
Wnt bcat act: activates Wnt/beta-catenin signaling in a reporter cell assay; activator, plate reader; activation, % at 9.35 µM; 300,000 tested, 1.2% active; AID 743398; in the data active = activation above about 30%, passing the limit was not always enough; inconclusive = no clear call, values can overlap the other calls;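 note: 0% = neutral control wells and 100% = positive control wells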
Tat export inh: E. coli Tat transport inhibition. inhibition, % at 10 µM. E. coli MC4100 TorA-mCherry Tat export, fluorescence. 340,000 tested, 0.036% active;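 active = mean replicate inhibition at least 50% and at least half of replicates individually reaching 50%; inconclusive = only one of the two criteria met; inactive = neither criterion met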;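 note: exported cargo escapes ClpAP degradation while cytoplasmic cargo is degraded and loses fluorescence; 0% = median of neutral control wells and 100% = median of NaSCN control wells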
RTF Ca sens act: cardiac RTF calcium sensitization. IANBD-labeled TnC RTF fluorescence at EC20 calcium; 0% EC20 calcium, 100% full calcium. activation, % at 7.2 µM. 340,000 tested, 0.24% active. AID 493008. P19429+P45379;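 active = activation above the mean over all tested compounds plus 3 SD, cut at about 30% in these data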;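 note: rise in fluorescence read as greater calcium sensitivity of cardiac thin filaments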
dFosB activator: enhances mouse delta FosB homodimer DNA binding | 340,000 tested, 0.99% active | activation, % at 25 µM | purified delta FosB, TAMRA-CDK5 oligo fluorescence polarization; percent of positive-control signal above neutral wells | AID 493131 | P13346;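 active = mean activation above about 17%, with every replicate also reaching it, limit read from the data, passing the limit was not always enough; inconclusive = only one of the two conditions met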;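 note: fluorescence polarization rise as delta FosB binds a TAMRA Cdk5 AP-1 oligo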
The depositor's hits bear a star; ? = inconclusive; / = not tested or not shown; & = joins results of further samples. Compounds were not picked by outcome. Share with any hit: about 4.1%.

Results follow in this order: dFosB activator	V-ATPase pH	Wnt bcat act	Rtt109 Vps75	Tat export inh	RTF Ca sens act	CDK5 inh	MITF act	CAL PDZ FP-1	CAL PDZ FP-2
1	O=C(C1CCN(S(=O)(=O)c2cc(Cl)ccc2Cl)CC1)N1CCCC1
 : -4	2	-1	-4	10	2	-0.6	8	-2.9	-3
2	COc1cccc(NC(=O)CCS(=O)(=O)c2ccc(Br)cc2)c1
 : -6	2	-2	-6	1	2	-0.8	-8	/	-9
3	Cc1ccc2c(c1)cc(CN(Cc1ccc3c(c1)OCO3)S(=O)(=O)c1ccccc1)c1nnnn12
 : 1	2	-6	-10	-1	-8	1.1	-7	-1.0	-2
4	Cc1ccccc1NC(=O)C(=O)NCC1CCCN1S(=O)(=O)c1cccs1 (stereo not given)
 : -4	3	-3	6	-3	7	0.5	9	-2.3	-1
5	CCOC(=O)C1(CC2CCCCO2)CCN(S(=O)(=O)c2cccc(F)c2)CC1 (stereo not given)
 : -7	-2	-1	-3	1	7	2.3	-10	-34	6
6	CC(C)(CO)NC(=O)C12CC3CC(CC(Br)(C3)C1)C2
 : 1	-4	8	-3	-1	-1	1.2	/	-0.8	-3
7	CC1CN(c2ccc(Oc3ccccc3)cc2)c2nc3c(c(=O)n(CC(N)=O)c(=O)n3C)n2C1 (stereo not given)
 : -2	-1	-2	8	-7	-6	-1.5	8	0.5	/
8	Oc1ccc(C=Nc2cccc3ccccc23)c(O)c1
 : -7	2	2	-15	-3	0	0.2	-10	/	-2
9	O=C(CCn1nc(-c2ccc(Cl)cc2)ccc1=O)NCc1ccccn1
 : -13	-4	/	-7	0	6	1.1	3	-1.2	-2
10	COc1ccc([N+](=O)[O-])cc1NC(=O)CCNC(=O)Cn1ccc2ccccc2c1=O
 : 19*	1	1	12	-5	1	0.4	3	0.6	6
11	CC(C)c1cc(=O)n2c(nc3ccccc32)[nH]1
 : -3	5	2	6	-18	-6	0.8	/	-1.1	-4
12	COc1ccccc1CNC(=O)COC(=O)c1cccnc1SCC(=O)NCc1ccccc1OC
 : 41*	-2	-1	0	-2	2	0.1	8	-5.8	83*
13	O=c1[nH]c(Cc2cccs2)nc2scc(-c3ccc(Cl)cc3)c12
 : 5	-1	20	-9	-6	-5	-0.6	94*	-2.5	-2
14	Nc1nnc(-c2ccc(Cl)cc2Cl)s1
 : -3	0	14	-2	-2	4	-1.0	73	-1.2	-2
15	CC(C)CC1NC(=O)N(CC(=O)N(C)C2CCCCC2)C1=O (stereo not given)
 : -7	0	-2	7	3	5	-1.1	/	0.3	108*
16	CC(NC(=O)CCOc1ccccc1)c1ccccc1 (stereo not given)
 : 0	-3	/	6	-4	-2	1.2	4	-0.9	-5
17	CN1C[C@@H]2C(c3ccc(C(F)(F)F)cc3)C3(c4ccc(C#N)cc4)CC2(C3)[C@H]1c1ccccc1 (stereo not given in full)
 : -1	-2	-5	5	2	10	-0.2	-1	-1.1	-1
18	COc1cccc(-c2cccc(NC(=O)C3CCN(Cc4ccc(CO)o4)CC3)c2)c1
 : -4	-2	-1	3	3	-4	0.4	-11	20	-8
19	O=C(Cn1nc(C(=O)O)c2ccccc2c1=O)Nc1cc(C(F)(F)F)ccc1-n1cncn1
 : 1	0	1	5	2	0	-0.3	-5	-0.8	-2
20	O=C(CCNC(=O)c1ccc([N+](=O)[O-])cc1)Nc1ccc(F)c(F)c1F
 : -3	1	6	-5	9	-3	0.3	4	-0.4	/
21	O=S(=O)(c1cnc[nH]1)N1CCc2ccccc21
 : 20*	0	/	7	-5	4	2.8	-12	0.8	-1
22	CCC(Oc1ccc2ccccc2c1)C(=O)O (stereo not given)
 : 1	-1	/	-1	4	-6	1.1	-7	-0.7	-1
23	Cc1nn(-c2ccccc2)c2nc(-c3ccco3)cc(C(=O)O)c12
 : -18	4	/	5	7	0	-2.2	5	-3.1	-3
24	COc1cccc(NC(=S)NC(=O)/C=C/c2ccc(F)cc2)c1
 : 34*	0	3	15	4	-2	1.0	2	-1.6	/
25	COc1ccc(NC(=O)CN(C)S(=O)(=O)c2ccc(Cl)cc2)cn1
 : 1	0	-4	3	-7	-2	1.0	/	0.7	1
26	COc1ccc2cc(-c3cc(C(=O)O)c4ccccc4n3)ccc2c1
 : 3	1	-9	-3	17	-8	-1.7	-25	-8.3	-1
27	CCN1C(=O)C(=O)N(Cc2ccc(OC)c(F)c2)C1=O
 : -6	-3	1	-1	-7	0	-0.9	3	0.0	-4
28	COCC(=O)N(Cc1ccco1)c1nnc(C2CCOC2)s1 (stereo not given)
 : -2	9	/	8	4	-4	-0.6	-1	/	-2
29	CCOC(=O)c1ccc(NC(=O)N2CCN(C3CCCCC3)CC2)cc1
 : -5	-3	/	?	2	0	-1.9	7	-1.7	/
30	COc1ccc(N2CCN(C(=S)NCc3ccccc3)CC2)cc1
 : -3	-1	-2	4	-7	-1	1.8	-6	-1.3	-3

The last 2 compounds of the part above open the next one.
Results follow in this order: dFosB activator	V-ATPase pH	Wnt bcat act	Rtt109 Vps75	Tat export inh	RTF Ca sens act	CDK5 inh	MITF act	CAL PDZ FP-1	CAL PDZ FP-2
29	CCOC(=O)c1ccc(NC(=O)N2CCN(C3CCCCC3)CC2)cc1
 : -5	-3	/	?	2	0	-1.9	7	-1.7	/
30	COc1ccc(N2CCN(C(=S)NCc3ccccc3)CC2)cc1
 : -3	-1	-2	4	-7	-1	1.8	-6	-1.3	-3
31	O=C(CN1c2cccc3cccc(c23)S1(=O)=O)N1CCCCC1
 : -5	-2	-2	-6	-18	0	0.7	/	-0.6	-1
32	Cc1ccccc1COC(=O)CNC(=O)c1sc2ccccc2c1Cl
 : -8	7	1	5	13	8	1.7	6	-2.9	3
33	Cc1nnc(NC(=O)CC23CC4CC(CC(C4)C2)C3)s1
 : -4	-1	-1	-5	-4	6	-2.6	/	-0.4	2
34	COc1ccc2[nH]c3c(c2c1)CCN1C(=O)C(CC(=O)NCCCn2ccnc2)C[C@H](C(=O)N(C(C)C)C(C)C)[C@@]31C (stereo not given in full)
 : -5	0	-1	-1	-4	-3	0.2	9	-1.2	-2
35	Cc1ccc(-c2cc(C(F)F)n3ncc(C(=O)Nc4ccc(S(=O)(=O)Nc5ccccc5C)cc4)c3n2)cc1
 : -39	-2	0	-4	?	1	0.3	-7	/	0
36	Cc1oc(C)c2c(=O)ccc3c(c12)OC(N)=C(C#N)C3c1ccccc1 (stereo not given)
 : -5	4	-1	10	-1	8	0.9	-1	-2.8	1
37	c1ccc(-n2ncc3c(NCc4ccccn4)ncnc32)cc1
 : -15	0	5	1	-12	-4	-0.8	60	-3.4	-1
38	O=c1[nH]c2ccc(S(=O)(=O)N3CCN(c4ccccc4F)CC3)cc2s1
 : -4	6	0	17	-3	0	1.7	8	-0.9	-3
39	COCCCn1c(SC(C)C(=O)Nc2c(C)n(C)n(-c3ccccc3)c2=O)n[nH]c1=O (stereo not given)
 : -4	-1	-4	-8	5	9	0.4	-6	-0.3	43*
40	CCOC(=O)C1=C(C)N(c2ccc(Cl)cc2)C(=O)NC1c1cccc([N+](=O)[O-])c1 (stereo not given)
 : -13	-4	-1	7	-5	-4	-1.9	-2	-0.2	4
41	C#CCN(C)Cc1ccccc1
 : 3	1	-2&1	-3	-11	4	-2.1	-4	-0.3	-5
42	O=C(CCS(=O)(=O)c1cccc2nonc12)Nc1ccc(Br)cc1
 : -1	-2	0	7	-5	1	-0.4	7	-2.4	-2
43	O=C(Nc1ccc(F)cc1F)N1CCCN(c2ccc(C(F)(F)F)cn2)CC1
 : 4	-3	0	-8	7	-7	2.3	/	0.5	-6
44	CC(=O)NNC(=S)NC(=O)c1ccccc1
 : -9	2	-1	-2	-28	4	-0.3	-16	-0.7	6
45	CC(C)N1C(=O)CCC1C(=O)N1CCN(c2ccc(F)cc2)CC1 (stereo not given)
 : -3	1	0	-3	4	-1	-1.1	3	-2.1	-5
46	O=C(COc1ccc(Cl)cc1)NCCc1ccccn1
 : 1	1	0	-4	12	1	0.0	16	-0.8	-4
47	CCOC(=O)c1ccc(S(=O)(=O)NCC(C)(C)N2CCOCC2)cc1
 : -7	-2	-3	-2	-14	2	-0.4	-1	0.5	56*
48	O=C(OCc1ccc([N+](=O)[O-])cc1)c1cc(S(=O)(=O)N2CCCCC2)ccc1N1CCOCC1
 : -9	0	-5	-5	-4	1	-2.3	-26	-4.2	2
49	CCOC(=O)N1CCN(C(=O)CN(c2cc(C(F)(F)F)ccc2Cl)S(C)(=O)=O)CC1
 : -4	-2	/	0	2	-3	1.9	1	0.1	4
50	O=C(NCCCCc1ccccc1)c1cccc(Br)c1
 : -4	-1	0	-8	3	1	-0.1	/	1.9	11
51	CCCn1nc(C(=O)N2CCN(S(=O)(=O)c3ccc(C)c(C)c3)CC2)c2ccccc2c1=O
 : -13	-5	-5	29	7	2	-1.6	-12	0.6	-3
52	COc1ccc(S(=O)(=O)Nc2ccc3c(c2)C(=O)N([C@H](C)CO)C[C@H](C)[C@@H](CN(C)S(C)(=O)=O)O3)cc1
 : -3	0	2	6	1	-6	5.3	4	1.1	-3
53	CCCOC(=O)Nc1ccc(N2CCCCC2)cc1
 : -1	3	/	-11	-1	-6	2.2	77	-1.6	/
54	CC(C)C(C)(C#N)NC(=O)CSc1nc2scc(-c3ccco3)c2c(=O)n1-c1ccccc1 (stereo not given)
 : -1	-2	-6	0	-2	-1	0.9	6	-0.5	-5
55	N#CCCN(Cc1cccnc1)C(=O)c1ccc(S(=O)(=O)N2CCOCC2)cc1
 : -10	-4	/	-5	-12	-1	0.0	-6	1.3	-3
56	COc1ccccc1NC(=O)COC(=O)COc1cccc2c1OC(C)(C)C2
 : -6	1	-5	-8	-2	1	-4.8	0	-2.6	-10
57	O=C(NC1=NCCS1)c1ccc(N2CCCC2=O)cc1
 : -4	-3	4	0	-9	2	-0.8	10	0.0	-4
58	CCOc1ccc(NC(=O)CN(C)C(=O)C2CC2C)cc1OCC (stereo not given)
 : -6	-1	0	-5	1	6	-0.9	-1	-2.3	-2
59	COc1cc(Cl)c(C)cc1NC(=O)c1ccc2c(c1)OCO2
 : 4	-1	2	5	8	3	-0.6	/	-0.9	-4
60	COc1ccc(N=Nc2c(N)n[nH]c2N)cc1
 : 1	2	28	14	-1	6	1.2	33	/	9
61	COc1cc(/C=C/c2[nH]c(=O)[nH]c(=O)c2[N+](=O)[O-])ccc1OCCC(C)C
 : 2	2	0	7	-2	3	1.2	7	0.3	3
62	Nc1nc(SCC(=O)c2c(N)n(C3CC3)c(=O)[nH]c2=O)n[nH]1
 : 5	-2	3	4	-2	4	0.8	6	-2.2	12
63	Cc1[nH]nc(Sc2ccccn2)c1[N+](=O)[O-]
 : -5	1	1	1	-3	4	1.0	14	-3.5	4
64	Cc1nnc(C)c2c(C)n(Cc3ccc4c(c3)OCO4)c(C)c12
 : 3	-2	/	/	3	4	-1.3	/	-0.6	-1
65	COc1cc(-c2nnc(SCC3(c4ccc(Br)cc4)OCCO3)o2)cc(OC)c1OC
 : 16	-5	/	1	3	1	-0.9	-5	-0.6	-3

Compound activity (PubChem)
